Luc counter: Kinase-Glo luciferase inhibition (counter-screen); Kinase-Glo luciferase, ATP luminescence, 8 min; Potency, µM (titrated, usually from 38.3 µM), inactives show top-dose activity change, negative = inhibition, most hits filed as inhibitors; 200,000 tested, 0.28% active; also: nearly all actives have a fitted effect of over 60% in size
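Luminescence was the read-out, taken after 8-minute incubation at ambient temperature. Luciferase turned over luciferin with 10 uM ATP in imidazole pH 7.2 buffer containing KCl, MgCl2, Tween 20 and BSA.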
IMPase Li inh: cell-permeable IMPase inhibitors with lithium potentiation | 210,000 tested, 0.35% active | Potency, µM (top dose mostly 59.4 µM), for inactives: at the top dose activity, negative = IMPase inhibition, usual class: inhibitors | CHO-M1 cells, IP1 TR-FRET (IP-One), carbachol + lithium;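 also: IP1 builds up when IMPase is blocked and the TR-FRET signal falls; plate controls were basal vehicle for no effect and high inhibitor control for full effect; nearly all actives have a fitted effect of over 50% in size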
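Lithium-sensitised IP1 accumulation assay; M1-expressing CHO cells treated 30 min at 37C with compound. Competitive antibody detection by time-resolved FRET followed a 10 min room-temperature lysis step.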
* marks the source's active call; other numbers are inactive results; ? = inconclusive; [ ] = another dose, or the depositor's remark. Calls follow the shape of the dose curve; as a rule, active = well fitted curve in the direction sought with a large enough effect; inconclusive = small, poorly fitted or top-dose-only effect, or another doubt; inactive = no such curve, though single readings can be large; an effect the other way counts as inactive or inconclusive. Unless noted, % is scaled to controls: 0 for no effect and ±100 for the full control effect; potency is read from the fitted curve at half-maximal effect.

Sample of the layout (2 entries):
Fields – Luc counter, IMPase Li inh
- COc1cccc2[nH]c(-c3ccccn3)nc12
  ?, -2.8%
- Cn1c(=O)c2[nH]c(CCNC(=O)c3ccccc3)nc2n(C)c1=O
  -5.2%[7.66 µM], 3.3%

The whole of this part, from the start:
Fields – Luc counter, IMPase Li inh
- COc1cccc2[nH]c(-c3ccccn3)nc12
  ?, -2.8%
- Cn1c(=O)c2[nH]c(CCNC(=O)c3ccccc3)nc2n(C)c1=O
  -5.2%[7.66 µM], 3.3%
- Cc1noc(C)c1C(=O)N1CCC[C@@]2(CCN(Cc3ccccc3)C2)C1
  0.8%, 8.7%
- c1ccc2nc(CC[C@@H]3CCCCN3)ccc2c1
  -7.9%[7.66 µM], -2.3%
- COc1ccc(NC(=O)N2CC[C@@]3(CCCN(C(=O)c4ccco4)C3)C2)cc1
  -5.2%, 8.9%
- O=C(c1ccncc1)N1CCC2(CC1)CN(c1ncccn1)C2
  -2.2%, -10.3%
- Cc1nc2cnc(N(C)C)nc2n(Cc2cccs2)c1=O
  -0.4%, -4.5%
- Cc1ccc(N[C@H](c2ccccc2)c2ccc3cccnc3c2O)cc1
  -1.1%[7.66 µM], -10.4%
- O=S(=O)(c1ccccc1)N1CN2CN(C1)CN(S(=O)(=O)c1ccccc1)C2
  1.1%[7.66 µM], 8.3%
- C[C@H](CCC(=O)O)[C@H]1CC[C@@H]2[C@H]3CC[C@H]4C[C@H](O)CC[C@@]4(C)[C@@H]3CC[C@@]21C
  2.7%[7.66 µM], 0.1%
- COCC(=O)N1CCC2(CCN(Cc3cc(C(F)(F)F)cc(C(F)(F)F)c3)CC2)CC1
  -0.8%, 7.8%
- CCOc1ccc2nc3cc(N=Nc4ccc(N)nc4N)ccc3c(N)c2c1
  -4.3%[7.66 µM], 0.4%
- N[C@@H](Cc1cccc([N+](=O)[O-])c1)C(=O)O
  -3.9%[7.66 µM], 6.3%
- CCNc1ncc2ncc(=O)n(C[C@H]3CCCO3)c2n1
  -1.8%, -12.4%
- C[C@@H](N)[C@@H](C)Cc1ccccc1
  -2.2%[7.66 µM], -7.6%
- COc1ncc2nc(-c3ccc(F)cc3)c(=O)n(C[C@H]3CCCO3)c2n1
  -1.0%, -6.5%
- NCC(=O)NC1(C(=O)O)CCCC1
  -3.3%[7.66 µM], 10.7%
- NNC(=O)[C@@H](O)[C@H](O)[C@H](O)CO
  -1.0%[7.66 µM], 4.8%
- O=C(c1ccncc1)N1CCC2(CCN(Cc3cc(C(F)(F)F)cc(C(F)(F)F)c3)CC2)CC1
  0.7%, 23.6%
- CN(C)CCCN1c2ccc(O)cc2Sc2ccc(Cl)cc21
  -0.8%[7.66 µM], 21.3%
- C[Si](C)(c1ccc(C(=O)O)cc1)c1ccc(C(=O)O)cc1
  -15.3%[7.66 µM], -1.0%
- COCC(=O)N1CCC2(CC1)CCN(c1ccc(-c3ccccc3)cc1)CC2
  -1.9%, 14.4%
- CN(C)C[C@H]1CCC[C@@H](CN(C)C)C1=O
  -3.9%[7.66 µM], 7.8%
- Cn1c(=O)c2[nH]c(/N=N\N3CCN(CCO)CC3)nc2n(C)c1=O
  -8.3%[7.66 µM], 1.2%
- COc1ccc(NC(=O)N2CC3(CCN(C(=O)c4ccco4)CC3)C2)cc1
  -4.5%, -9.9%
- Cc1ccc(S(=O)(=O)NC(=O)OC23COCN2COC3)cc1
  -1.4%[7.66 µM], 3.4%
- CN1CCc2ccccc2[C@@H]1Cc1ccccc1NC(=O)c1sc2ccccc2c1Cl
  -10.5%[7.66 µM], 6.8%
- Cn1ccnc1C[C@@](C)(O)c1ccccc1
  -0.8%[7.66 µM], 13.2%
- COc1ncc2ncc(=O)n(Cc3cccs3)c2n1
  1.1%, 17.5%
- O=C(Nc1cccc(F)c1)N1CCC2(CC1)CCN(C(=O)c1cccc(F)c1)CC2
  -1.3%, -1.7%

(list continues)
Fields – Luc counter, IMPase Li inh
- CC(C)CN1CC2(CCN(C(=O)c3cccc(F)c3)CC2)C1
  -4.2%, 22.4%
- NS(=O)(=O)c1nc(S(=O)(=O)O)c2[nH]cnc2n1
  -2.5%[7.66 µM], -1.4%
- N=C(c1ccc2ccccc2c1)c1ccccc1Cc1ccccc1
  -0.8%[7.66 µM], -2.2%
- O=C(O)c1cccc(N=Nc2c(S(=O)(=O)O)ccc3c2C(=O)c2ccccc2C3=O)c1O
  -2.2%[7.66 µM], -13.8%
- O=C(c1csnn1)N1CCC[C@@]2(CCN(Cc3cc(C(F)(F)F)cc(C(F)(F)F)c3)C2)C1
  0.6%, 20.8%
- N[C@@H](Cc1cccnn1)C(=O)O
  0.3%[7.66 µM], -11.4%
- COc1ccccc1CN1CC2(CCN(S(C)(=O)=O)CC2)C1
  -3.0%, 8.9%
- COCCn1c(=O)c(C)nc2cnc(N3CCNCC3)nc21
  -1.4%, -2.5%
- O=[N+]([O-])c1ccc(Cl)c(CNc2ncnc3c2ncn3[C@@H]2CCCCO2)c1
  -3.7%[7.66 µM], 8.4%
- C[C@H]1C[C@H]2[C@H]3CCC4=CC(=O)C=C[C@@]4(C)[C@]3(F)[C@H](O)C[C@]2(C)[C@@]1(O)C(=O)COP(=O)(O)O
  -4.6%[7.66 µM], 9.9%
- Nc1nc(SCc2ccccn2)c2ncn(C3CCCC3)c2n1
  -4.1%[7.66 µM], 3.9%
- Fc1cccc(Cl)c1/C=N\N=C1c2ccccc2-c2ccccc21
  -0.7%[7.66 µM], 5.4%
- COc1ncc2nc(-c3ccc(Cl)cc3)c(=O)n(-c3ccccc3)c2n1
  -2.8%, -2.1%
- N#Cc1cccc(NC(=O)N2CC[C@@]3(CCCNC3)C2)c1
  -0.8%, -3.1%
- NC(=O)C/C=C\CC(N)=O
  -11.2%[7.66 µM], -1.4%
- Cc1cc(N2CCOCC2)nc2ccc(Cc3ccc4nc(N5CCOCC5)cc(C)c4c3)cc12
  -4.1%[7.66 µM], 11.5%
- C=C(CC(=O)O)C(=O)O (tested in a mixture with another compound)
  -12.7%[7.66 µM], -0.8%
- COc1ccc(NC(=O)N2CCCC3(CCN(C(=O)c4ccc(OC)cc4)CC3)C2)cc1
  -1.6%, 5.6%
- N#C/C(=C\Nc1ccccn1)C(=O)c1ccco1
  -0.2%[7.66 µM], -2.2%
- O=C1c2cc([N+](=O)[O-])ccc2-c2ccc3c4ccc5c6c(ccc(c7ccc1c2c73)c64)C(=O)c1cc([N+](=O)[O-])ccc1-5
  -3.6%[7.66 µM], 6.3%
- O=C(O)[C@@H]1[C@@H]2O[C@H]([C@@H](Br)[C@H]2Br)[C@H]1C(=O)O
  -1.0%[7.66 µM], 8.0%
- O=C(CC1(O)CCCCC1)OC1CCCC1
  -5.6%[7.66 µM], 0.1%
- C[N+](C)(C)/N=C\c1ccc(O)c(O)c1
  -4.7%[7.66 µM], 3.6%
- COc1ccccc1CCn1c(=O)c(-c2ccc(F)cc2)nc2cncnc21
  -1.3%, 24.1%
- COc1ncc2nc(-c3ccc(Cl)cc3)c(=O)n(C[C@H]3CCCO3)c2n1
  1.0%, -1.3%
- N[C@@H](CSCc1ccc(I)cc1)C(=O)O
  -3.2%[7.66 µM], -1.1%
- O=C(O)c1ccc(S(=O)(=O)N=Nc2c(O)[nH]c3ccccc23)cc1
  5.9%[7.66 µM], -2.2%
- N#Cc1ccc(CN2CC[C@@]3(CCCN(C(=O)c4ccncc4)C3)C2)cc1
  -1.2%, 5.6%
- CS(=O)(=O)N1CCC[C@@]2(CCN(C(=O)Nc3ccccc3)C2)C1
  -2.6%, -11.3%
- c1nc(NCCc2cnc[nH]2)c2[nH]cnc2n1
  1.3%[7.66 µM], -8.2%

Remaining list, next part:
Fields – Luc counter, IMPase Li inh
- Sc1ccc2ccccc2c1CNCc1ccccc1
  -6.5%[7.66 µM], 2.9%
- O=C(c1cccc(F)c1)N1CCC2(CCCN(c3ccccc3)C2)CC1
  1.8%, 11.1%
- CN1CCN(c2ncc3nc(-c4ccc(Cl)cc4)c(=O)n(CCC#N)c3n2)CC1
  -3.2%, 7.9%
- N#Cc1cccc(-c2nc3cnc(Nc4ccccc4)nc3n(C[C@H]3CCCO3)c2=O)c1
  -0.2%, 9.2%
- C[N+](C)(N)CCC[N+](C)(C)N
  -3.6%[7.66 µM], 5.4%
- Cc1noc(C)c1C(=O)N1CCC2(CC1)CCN(c1ncccn1)CC2
  -3.0%, 14.5%
- C[N+](C)(C)CCN[N@@+]1(C)CCCc2ccccc21
  -6.1%[7.66 µM], -1.5%
- CS(=O)(=O)N1CCC2(CCCN(C(=O)Nc3cccc(C#N)c3)C2)CC1
  -0.7%, 6.8%
- O=C(c1ccc([N+](=O)[O-])cc1)[C@@H](Br)[C@@H](Br)c1ccnc2ccccc12
  -6.7%[7.66 µM], 23.2%
- COCC(=O)N1CCC[C@@]2(CCN(Cc3ccc(C#N)cc3)C2)C1
  0.9%, -0.4%
- COc1ccc(C(=O)N2CCC3(CC2)CN(c2ccc(-c4ccccc4)cc2)C3)cc1
  -2.3%, 8.3%
- CC(C)c1cc(CN(C)C)c(O)c(C(C)(C)C)c1
  -1.2%[7.66 µM], 0.7%
- Cn1c(=O)c2[nH]c(CS(=O)(=O)Cc3nc4c([nH]3)c(=O)n(C)c(=O)n4C)nc2n(C)c1=O
  -1.8%[7.66 µM], 0.6%
- CC1(C)O[C@H]2[C@@H](c3[nH]nc4c(=O)[nH]c(=O)[nH]c34)OC[C@H]2O1
  -4.9%[7.66 µM], -0.6%
- O=C(Nc1ccccc1)N1CCC2(CC1)CCN(C(=O)c1ccncc1)CC2
  -4.2%, 4.0%
- CN(Cc1ccccc1)Cn1ccnc1
  -3.1%[7.66 µM], 5.2%
- O=S(=O)(c1ccccc1)N1CCC[C@@]2(CCN(C(c3ccccc3)c3ccccc3)C2)C1
  -0.7%, 14.3%
- COc1cccc(Nc2ncc3ncc(=O)n(C4CC4)c3n2)c1
  -0.6%, 0.3%
- O=C(Nc1cccc(F)c1)N1CCCC2(CCN(C(=O)c3ccncc3)CC2)C1
  1.0%, 6.6%
- N#Cc1ccc(CN2CC3(CCN(C(=O)c4cccc(F)c4)CC3)C2)cc1
  -3.3%, 17.5%
- Oc1c(Cl)cc(C(c2cc(Cl)c(O)c(Cl)c2)C(c2cc(Cl)c(O)c(Cl)c2)c2cc(Cl)c(O)c(Cl)c2)cc1Cl
  -1.3%[7.66 µM], -3.8%
- COc1ccc(NC(=O)N2CC[C@@]3(CCCN(C(=O)c4cc(C(F)(F)F)cc(C(F)(F)F)c4)C3)C2)cc1
  0.6%, 1.5%
- CO[C@@H]1/C=C\O[C@]2(C)Oc3c(C)c(O)c4c(O)c(c(CN5CCN(C)CC5)c(O)c4c3C2=O)NC(=O)/C(C)=C\C=C[C@@H](C)[C@@H](O)[C@H](C)[C@@H](O)C(C)[C@H](OC(C)=O)[C@@H]1C (stereo not given in full)
  -2.4%[7.66 µM], 2.9%
- CCNc1ncc2nc(CCc3ccccc3)c(=O)n(CCOC)c2n1
  1.7%, 4.3%
- COc1ccc(-n2c(=O)cnc3cnc(N4CCNCC4)nc32)cc1
  -2.0%, 8.6%
- O=C(O)CSc1ccc(N=C=S)cc1
  -3.7%[7.66 µM], -4.7%
- CC(=O)N1CCC2(CCCN(c3ncccn3)C2)CC1
  -0.6%, 5.6%
- O=C1C(Cl)=C(Sc2nnc3c4ccccc4c4ccccc4c3n2)C(=O)c2ccccc21
  -6.1%[7.66 µM], 15.4%
- O=C(c1ccco1)N1CCC2(CC1)CN(c1ccccn1)C2
  -5.8%, 10.6%
- CN(C)CCCn1c2c3ccccc3ccc2c2oc(=O)c3ccccc3c21
  1.6%[7.66 µM], -7.3%

The list continues:
Fields – Luc counter, IMPase Li inh
- COc1ccccc1CN1CCCC2(CCN(C(=O)c3cccc(F)c3)CC2)C1
  -0.1%, 13.8%
- CS(=O)(=O)N1CCC2(CCN(c3ccccn3)CC2)CC1
  2.3%, 13.8%
- Cn1cccc1C(=O)N1CCC2(CC1)CCN(c1ccncc1)CC2
  -4.0%, 22.6%
- COc1ccc(C(=O)N2CCC3(CCCN(Cc4cc(C(F)(F)F)cc(C(F)(F)F)c4)C3)CC2)cc1
  -6.1%, 10.4%
- O=c1c(-c2cccc(F)c2)nc2cncnc2n1C1CC1
  -0.4%, 1.2%
- COC(=O)N1CCC2(CCCN(C(=O)Nc3ccc(OC)cc3)C2)CC1
  -2.1%, -6.3%
- CCNc1ncc2nc(-c3cc(F)cc(F)c3)c(=O)n(Cc3cccs3)c2n1
  0.2%, 4.4%
- N#Cc1cccc(-c2nc3cnc(N4CCNCC4)nc3n(C3CC3)c2=O)c1
  -2.7%, -7.9%
- Cc1noc(C)c1C(=O)N1CCC2(CC1)CN(C(=O)Nc1cccc(F)c1)C2
  0.9%, 11.3%
- Cn1cccc1C(=O)N1CCC[C@@]2(CCN(c3ccccc3)C2)C1
  -0.9%, 0.1%
- O=C(Oc1ccc2c(c1)CN(Cc1ccccc1)CO2)c1ccccc1
  -5.6%[7.66 µM], -2.7%
- Cn1c(=O)c(-c2cccc(Cl)c2)nc2cncnc21
  -3.3%, -5.0%
- O[C@H](COc1ccccc1)CN1CCCCC1
  -4.5%[7.66 µM], 13.1%
- NCCNC[C@H](O)CO
  1.8%[7.66 µM], -2.5%

Screening data deposited in PubChem BioAssay by National Center for Advancing Translational Sciences (NCATS).

Not all compounds are listed. The share of hits here may be higher or lower than overall.
